Caspase-1 inhib – caspase-1 (human) inhibition, allosteric or competitive | P29466 | Caspase-1 enzyme, Ac-WEHD-AFC fluorogenic rate | Potency, µM (titrated, usually from 57.5 µM), for inactives: at the top dose activity change, negative = inhibition, actives largely listed as inhibitors | hit rate 0.03% among 75,000 | AID 900;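 further: potency means the concentration at half of the fitted maximal effect; plate controls were vehicle for no effect and no substrate for full effect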
Target sequence (P29466 120-297 limits assumed): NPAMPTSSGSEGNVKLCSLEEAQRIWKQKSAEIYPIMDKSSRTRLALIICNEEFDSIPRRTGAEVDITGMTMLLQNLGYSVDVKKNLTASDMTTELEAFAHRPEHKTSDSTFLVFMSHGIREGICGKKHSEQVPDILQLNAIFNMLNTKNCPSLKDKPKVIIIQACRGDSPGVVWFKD
Target sequence (P29466 317-404 limits assumed): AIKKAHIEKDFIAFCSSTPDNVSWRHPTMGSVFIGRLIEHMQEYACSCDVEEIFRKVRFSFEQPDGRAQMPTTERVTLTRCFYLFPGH
Rhodamine fluor – compound fluoresces in the rhodamine spectral region | Rhodamine-region fluorescence, 547/598 nm, Tris buffer; hits give high values | max dye-equivalent concentration, M | hit rate 0.05% among 59,000; in the data active means max dye-equivalent concentration above about 11 nM; inconclusive means between about 1.1 nM and that limit
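Read-out is relative fluorescence at 547 nm excitation and 598 nm emission, expressed as dye-equivalent concentration using rhodamine standards on every plate. Each compound was profiled across a concentration series after 15 min in 100 mM Tris, pH 8.0.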
Caspase-7 inhib – blocks human caspase-7 allosterically or competitively | Potency, µM (series often up to 57.5 µM), without a hit: at the top dose activity change, negative = inhibition, actives largely listed as inhibitors | hit rate 0.02% among 75,000 | recombinant caspase-7, Ac-DEVD-AFC fluorescence rate | AID 889; active means well fitted inhibition curve with a large enough effect in the main read-out, with a control signal flat, not every such curve was filed as active; inconclusive means small, poorly fitted or top-dose-only effect, or a change in a side signal; further: potency means the concentration at half of the fitted maximal effect; % of control where 0% means no effect
Tau fil binding – binders of human tau filaments. P10636. recombinant tau filaments, thioflavin S fluorescence, 15 h; filaments grown with octadecylsulfate alongside compound. Potency, µM (series often up to 57.1 µM), without a hit: at the highest dose activity change, negative = inhibition. hit rate 2% among 71,000. AID 596;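 further: potency means the concentration at half of the fitted maximal effect; on the % scale 0 is the no-effect control and ±100 the full control effect; actives lower thioflavin S fluorescence by blocking filaments or displacing dye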
Target sequence (P10636 whole entry, looked up): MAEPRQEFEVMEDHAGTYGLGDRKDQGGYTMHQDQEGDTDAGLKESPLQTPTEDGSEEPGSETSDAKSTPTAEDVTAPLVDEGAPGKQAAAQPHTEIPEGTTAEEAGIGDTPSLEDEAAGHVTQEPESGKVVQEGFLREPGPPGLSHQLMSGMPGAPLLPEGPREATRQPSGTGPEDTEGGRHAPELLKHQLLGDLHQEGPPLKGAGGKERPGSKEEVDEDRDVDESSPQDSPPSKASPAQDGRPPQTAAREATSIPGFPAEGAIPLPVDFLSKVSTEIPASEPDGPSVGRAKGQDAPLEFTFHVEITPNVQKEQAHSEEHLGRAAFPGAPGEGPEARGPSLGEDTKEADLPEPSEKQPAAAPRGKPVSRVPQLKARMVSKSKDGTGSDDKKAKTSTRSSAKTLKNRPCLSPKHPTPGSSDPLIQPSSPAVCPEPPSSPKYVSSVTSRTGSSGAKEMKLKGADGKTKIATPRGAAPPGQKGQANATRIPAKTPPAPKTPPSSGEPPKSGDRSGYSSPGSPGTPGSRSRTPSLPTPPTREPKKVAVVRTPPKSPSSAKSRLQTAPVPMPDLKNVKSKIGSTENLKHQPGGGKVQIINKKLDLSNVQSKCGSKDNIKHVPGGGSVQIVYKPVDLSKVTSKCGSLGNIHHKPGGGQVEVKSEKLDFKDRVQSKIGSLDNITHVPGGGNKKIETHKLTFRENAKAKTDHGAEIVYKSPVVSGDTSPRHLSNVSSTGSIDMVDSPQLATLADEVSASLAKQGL
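Tau 2 uM in ThS buffer dispensed; compound added; 60 uM ODS added (finals 1 uM tau, 30 uM ODS); 15 h 37 C; fluor ex450/em510.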
TexasRed autofl – compound fluoresces in the Texas Red spectral region; max dye-equivalent concentration, M; Compound fluorescence, Texas Red channel, 547/618 nm; hits give high values; hit rate 0.06% among 59,000; AID 587; in the data active means max dye-equivalent concentration above about 10 nM; inconclusive means between about 1.1 nM and that limit
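qHTS profiling of intrinsic compound fluorescence; 100 mM Tris pH 8.0; 15 min RT; ex 547 / em 618 nm; response expressed as Texas Red dye-equivalent concentration from six-point plate standard.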
FLuc inh – inhibitors of firefly luciferase. P08659. Potency, µM (doses to about 57.1 µM), for the others: top-dose activity change, negative = inhibition, usual class: inhibitors. AID 411. hit rate 2.2% among 72,000. purified firefly luciferase, luminescence, 8 min; further: potency means the concentration at half of the fitted maximal effect; on the % scale 0 is the no-effect control and ±100 the full control effect; nearly all actives have a fitted effect of over 40% in size
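Substrate buffer containing 10 uM ATP (pH 7.2 imidazole, Mg2+, KCl, detergent, BSA) is dispensed, compound pinned in, then luciferase/luciferin detector mix added. After 8 min at ambient temperature, light output is measured.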
ERK AVP block – blocks ERK signaling stimulated by vasopressin. Potency, µM (doses to about 57.5 µM), inactives show at the top dose activity, negative = inhibition, most hits filed as inhibitors. hit rate 0.99% among 72,000. HEK293-V1b, vasopressin-stimulated pERK AlphaScreen. AID 995; further: potency means the concentration at half of the fitted maximal effect; on the % scale 0 is the no-effect control and ±100 the full control effect; nearly all actives have a fitted effect of over 55% in size
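Phosphorylated ERK1/2 detected via AlphaScreen bead proximity in lysates of V1b-expressing HEK293 cells given 25 nM vasopressin for 5 min after 30 min compound exposure (37 °C). AC50 from Hill equation; basal DMSO 0%, vasopressin 100%.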
Fluorescein autfl – fluorescein region autofluorescence | hit rate 0.91% among 59,000 | Compound autofluorescence, 480/540 nm, fluorescein-equivalent; hits give high values | AID 593 | max fluorescein-equivalent concentration, M; in the data active means max fluorescein-equivalent concentration above about 10 nM; inconclusive means between about 1.1 nM and that limit
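First, buffer (100 mM Tris, pH 8.0) dispensed; second, compounds and fluorescein standards pinned in; third, 15 min room-temperature incubation; finally, imaging at ex 480 nm/em 540 nm. Fluorescence normalized against the six-point fluorescein curve.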
HEK293 cAMP ctrl – counter-screen for TSHR agonists: cAMP increase in parental HEK293; Potency, µM (top dose mostly 57.1 µM), inactives show at the top dose activation, actives largely listed as activators; parental HEK293 CNG cAMP sensor, membrane potential fluorescence; AID 938; hit rate 2.5% among 73,000; further: potency means the concentration at half of the fitted maximal effect; % of control where 0% means no effect; nearly all actives have a fitted effect of over 55% in size
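Counterscreen for endogenous-receptor signalling: CNG-channel HEK 293 cells report cAMP rise by membrane depolarization. After 60 min dye equilibration with 100 uM RO 20-1724, compounds incubated 30 min before bottom-read fluorescence at 590 nm.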
A350 autofl – A350 region autofluorescence. Compound autofluorescence, 340/450 nm, Alexa 350 dye-equivalents; hits give high values. max dye-equivalent concentration, M. hit rate 11% among 59,000. AID 590; in the data active means max dye-equivalent concentration above about 10 nM; inconclusive means mostly about 1.1 nM to 9.6 nM
4MU fluor – compound fluoresces in the 4-MU spectral region; compound autofluorescence, 340/450 nm, 4-MU equivalents; hits give high values; max dye-equivalent concentration, M; hit rate 11% among 59,000; in the data active means max dye-equivalent concentration above about 10 nM; inconclusive means mostly about 1.1 nM to 9.6 nM
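Compounds in 100 mM Tris, pH 8.0, incubated 15 min at room temperature, then fluorescence read at 340 nm excitation/450 nm emission. Signal converted to 4-MU dye-equivalent concentration using an on-plate six-point 4-MU standard curve.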
Starred values were filed as active, the others as inactive; i = inactive; ? = inconclusive; . = no result given; [ ] = another dose, or the depositor's remark. Unless noted, the call rests on the fitted dose curve; in most records, active means well fitted curve in the direction sought with a large enough effect; inconclusive means small, poorly fitted or top-dose-only effect, or another doubt; inactive means no such curve, though single readings can be large; an effect the other way counts as inactive or inconclusive. A portion of the library (hit frequency here may not be typical).

Values run as follows: Caspase-7 inhib	Tau fil binding	Fluorescein autfl	A350 autofl	ERK AVP block	TexasRed autofl	FLuc inh	Rhodamine fluor	4MU fluor	HEK293 cAMP ctrl	Caspase-1 inhib
CC1CN(C(=O)c2cccc(C(=O)N3CC(C)OC(C)C3)c2)CC(C)O1 (stereo not given)
  1%	-2%	i	i	-3%	i	3%	i	i	9%	-1%
CCCCN(CCCC)CCNC(=O)Cc1nc2c(c(=O)[nH]c(=O)n2C)n1C
  -1%	3%	i	i	-20%	i	-2%	i	i	14%	-1%
Cc1ccccc1CCNC(=O)C1CCN(S(=O)(=O)c2ccc(-n3cnnn3)cc2)CC1
  -1%	-6%	i	?	-4%	?	0%	i	?	-13%	0%
CSc1nsc(SCC(=O)Nc2c(C)n(C)n(-c3ccccc3)c2=O)n1
  0%	-14%	?	i	-9%	i	-1%	i	i	-1%	-1%
CCOc1ccc(NC(=O)C2CCN(S(=O)(=O)c3c(C)n[nH]c3C)CC2)cc1
  1%	1%	i	i	-11%	?	0%	i	i	-3%	-2%
CCOC(=O)C(Cc1c(F)cccc1F)(NC(C)=O)C(=O)OCC
  2%	-10%	.	.	2%	.	1%	.	.	3%	1%
O=C(c1ccccc1)c1ccc(Oc2ncccn2)cc1
  -2%	1%	?	i	-25%	i	1%	i	i	23%	0%
Cc1cc(C)c2cc(CN(Cc3cccs3)Cc3nnnn3CC3CCCO3)c(=O)[nH]c2c1 (stereo not given)
  -9%	48%	i	i	-16%	i	-3%	i	i	?	-5%
CC[C@H](c1ccccc1)c1cc(C(C)(C)C)cc(C(C)(C)C)c1O
  1%[11.5 µM]	1%[11.4 µM]	i	?	-2%[11.5 µM]	i	3%[11.4 µM]	i	?	13%[11.4 µM]	0%[11.5 µM]
Cc1ccc(NC(=O)CSc2nnc(CNC(=O)c3c(F)cccc3Cl)o2)cc1
  -2%	-7%	i	i	-14%	i	-6%	i	i	3%	-1%
O=C(c1cnccn1)N1CCC2(CC1)CN(Cc1ccccc1)C2
  0%	-3%	i	i	15%	i	-1%[11.4 µM]	i	i	2%	-2%
COCCn1c(=O)c(-c2cccc(C#N)c2)nc2cnc(Oc3ccccc3)nc21
  -7%	?	?	?	-21%	i	-1%[11.4 µM]	i	i	8%[0.457 µM]	-5%
CC1SC(=NC(=O)c2ccco2)NC1=O (stereo not given)
  -1%	-6%[11.4 µM]	.	.	29%	.	1%	.	.	3%[11.4 µM]	0%
O=C(OCC(=O)N1CCN(C(=O)c2ccco2)CC1)c1sc2cc(F)ccc2c1Cl
  0%	2%	?	i	8%	i	0%	i	i	13%	-1%
CC(=O)N1CCN(c2ccc(Nc3nc(C)nc4c3oc3ccccc34)cc2)CC1
  -3%	20µM*	i	i	10µM*	i	-3%	i	i	-1%	0%
CC(C)c1ccc(S(=O)(=O)c2n[nH]n3c2nc(=O)c2ccccc23)cc1
  -6%	-12%	i	3e-07M*	23%	i	4%	i	3.5e-07M*	?	-8%
O=c1cnc2cnc(N3CCNCC3)nc2n1CCc1ccccc1
  ?	-15%	i	7.7e-08M*	5%	i	-1%[11.4 µM]	i	6.4e-08M*	-6%	?
COc1cc(NS(=O)(=O)c2ccc(F)cc2)c(C(=O)O)cc1OC
  -1%	2%	i	i	-8%	i	-1%	i	i	-1%	-1%
O=C1N=C(N2CCCCC2)SC1=C1CCCC1
  0%	10%	.	.	-20%	.	-2%	.	.	9%	-2%
Cn1c(Cn2cnc3ccccc32)nnc1SCc1ccccc1
  0%	11%	i	i	3%	i	1%	i	i	4%	3%

Single records (already shown):
Cc1ccccc1CCNC(=O)C1CCN(S(=O)(=O)c2ccc(-n3cnnn3)cc2)CC1 across the screens: Caspase-7 inhib = -1%; Tau fil binding = -6%; Fluorescein autfl = i; A350 autofl = ?; ERK AVP block = -4%; TexasRed autofl = ?; FLuc inh = 0%; Rhodamine fluor = i; 4MU fluor = ?; HEK293 cAMP ctrl = -13%; Caspase-1 inhib = 0%
O=C(c1cnccn1)N1CCC2(CC1)CN(Cc1ccccc1)C2 across the screens: Caspase-7 inhib = 0%; Tau fil binding = -3%; Fluorescein autfl = i; A350 autofl = i; ERK AVP block = 15%; TexasRed autofl = i; FLuc inh = -1%[11.4 µM]; Rhodamine fluor = i; 4MU fluor = i; HEK293 cAMP ctrl = 2%; Caspase-1 inhib = -2%

Shown field by field: part of the list above
CC[C@H](c1ccccc1)c1cc(C(C)(C)C)cc(C(C)(C)C)c1O
- Caspase-7 inhib: 1%[11.5 µM]
- Tau fil binding: 1%[11.4 µM]
- Fluorescein autfl: i
- A350 autofl: ?
- ERK AVP block: -2%[11.5 µM]
- TexasRed autofl: i
- FLuc inh: 3%[11.4 µM]
- Rhodamine fluor: i
- 4MU fluor: ?
- HEK293 cAMP ctrl: 13%[11.4 µM]
- Caspase-1 inhib: 0%[11.5 µM]

COc1cc(NS(=O)(=O)c2ccc(F)cc2)c(C(=O)O)cc1OC
- Caspase-7 inhib: -1%
- Tau fil binding: 2%
- Fluorescein autfl: i
- A350 autofl: i
- ERK AVP block: -8%
- TexasRed autofl: i
- FLuc inh: -1%
- Rhodamine fluor: i
- 4MU fluor: i
- HEK293 cAMP ctrl: -1%
- Caspase-1 inhib: -1%

The results go on.
Values run as follows: Caspase-7 inhib	Tau fil binding	Fluorescein autfl	A350 autofl	ERK AVP block	TexasRed autofl	FLuc inh	Rhodamine fluor	4MU fluor	HEK293 cAMP ctrl	Caspase-1 inhib
O=C(c1cc2ccccc2oc1=O)N1CCN(c2ccc(N3CCOCC3)nn2)CC1
  -2%	-12%	.	.	-7%	.	16µM*	.	.	4%	-3%
COc1ccc(Oc2ncc3ncc(=O)n(C[C@H]4CCCO4)c3n2)cc1
  1%	-13%	?	i	9%	i	-1%[11.4 µM]	i	i	13%	1%
COc1ccc(C)cc1S(=O)(=O)N(C)CC(=O)Nc1ccccc1
  -1%	-15%	i	i	19%	i	1%	i	i	10%	-2%
Cc1csc(NC(=O)CSc2nnc(Cc3cccn3C)n2CCc2ccccc2)n1
  -5%	9%	.	.	.	.	0%	.	.	?	-1%
COc1ccc([C@@H]2[C@H]3CN(C(C)=O)CC=C3C(C#N)=C(N)C2(C#N)C#N)c2ccccc12
  -14%	15%	?	?	-33%	?	-7%	i	?	0%	-18%
CCCOC(=O)c1ccc(OCC(O)CN2CCN(C(=O)c3ccccc3)CC2)cc1 (stereo not given)
  1%	16%	i	i	-26%	i	1%	i	i	5%	0%
O=c1c2ccccc2sn1-c1ccc(S(=O)(=O)N2CCCCC2)cc1
  -2%	6%	?	i	-9%	i	-7%	i	i	-2%	-1%
O=C(NC1CCCc2ccccc21)C1CCC(CNc2c(N3CCOCC3)c(=O)c2=O)CC1 (stereo not given)
  2%	-7%	.	.	11%	.	2%	.	.	-2%	-4%
O=C(O)CSCc1nc2ccccc2s1
  0%	-19%	i	?	1%	i	2%	i	i	19%	0%
Cc1cnc(C(=O)Nc2ccc(N3CCOCC3)cc2)cn1
  -1%	0%	?	i	3%	i	-8%	i	i	0%	-1%
Cc1nn(Cc2ccccc2)c(N)c1C#N
  0%	0%	.	.	-28%	.	2%	.	.	?	-1%
CCc1ccc(N2CC34C=CC(O3)C(C(=O)OC)C4C2=O)cc1 (stereo not given)
  -1%	-5%	.	.	-13%	.	1%	.	.	8%	1%
O=C(c1ccco1)N1CCN(C(=O)C(Sc2ccccc2)c2ccccc2)CC1 (stereo not given)
  -2%	-3%	i	i	?	i	1%	i	i	13%	0%
c1ccc(Nc2cc(-c3ccoc3)ncn2)cc1
  -24%	?	i	?	12%	i	1%[2.29 µM]	i	?	6%	-6%
CCCCCCc1ccc(OCC(=O)O)cc1OCC(=O)O
  0%	0%	i	i	1%	i	2%	i	i	5%	2%
COc1ccc(S(=O)(=O)N(C)CC(=O)Nc2ccc3c(c2)OCO3)cc1OC
  -2%	?	?	4.8e-08M*	-20%	?	-2%	i	4.5e-08M*	-5%	-1%
O=C(NCCN1CCCCC1)/C(=N\O)c1ccccc1
  .	.	i	i	.	i	2%[25.5 µM]	i	i	.	.
COc1ccc(CCNC(=O)c2nn(C)cc2Cl)cc1
  -1%	4%	i	1.7e-08M*	0%	i	-12%	i	?	5%	-1%
O=C(CSc1nnc(-c2cccnc2)n1Cc1ccco1)c1ccc(Cl)cc1
  -1%	1%	i	i	-3%	i	2%	i	i	20%	0%
COc1ccc(NC(=O)Nc2ccc(C(=O)N3CCOCC3)cc2)cc1
  1%	1%	?	i	-5%	i	-1%	i	i	-2%	1%
COc1ccc(C)cc1N(C(=O)CNC(=O)c1ccco1)C(C(=O)NC1CCCC1)c1cccnc1 (stereo not given)
  0%	-3%	i	i	-11%	i	-2%	i	i	?	0%
Cc1cc(C(=O)Nc2cccc(O)c2)c(C)o1
  0%	-7%	i	i	16%	i	-4%	i	i	9%	3%
O=C(O)C1CCCN(C(=O)NCc2ccccc2)C1 (stereo not given)
  1%	-3%	i	i	6%	i	6%	i	i	10%	-1%

Compound activity from PubChem.
